# Polio RdRp inh: inhibitors of poliovirus RNA polymerase binding and polymerization. P03300. poliovirus polymerase elongation, fluorescence polarization; hits give low values. % elongation, % (compound at 16.7 µg/mL). 150,000 compounds, 0.66% hits. AID 588519; in the data active = % elongation below about 90%; note: some results filed as inactive read as strong as hits
# Target sequence (P03300 1749-2209 limits assumed): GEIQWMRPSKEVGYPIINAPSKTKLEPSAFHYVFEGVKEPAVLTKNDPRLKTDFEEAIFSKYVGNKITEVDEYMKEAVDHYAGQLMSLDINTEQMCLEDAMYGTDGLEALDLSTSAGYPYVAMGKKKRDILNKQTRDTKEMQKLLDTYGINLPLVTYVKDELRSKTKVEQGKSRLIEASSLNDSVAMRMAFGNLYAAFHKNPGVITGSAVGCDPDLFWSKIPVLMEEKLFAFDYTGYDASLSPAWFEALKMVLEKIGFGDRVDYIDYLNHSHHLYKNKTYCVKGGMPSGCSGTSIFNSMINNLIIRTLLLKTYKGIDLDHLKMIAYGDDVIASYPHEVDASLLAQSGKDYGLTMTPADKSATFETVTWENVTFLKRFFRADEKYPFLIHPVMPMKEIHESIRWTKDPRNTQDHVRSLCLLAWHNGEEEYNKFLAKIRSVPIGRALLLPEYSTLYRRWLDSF
# Polio RdRp inh FP z-score: second read-out of Polio RdRp inh, no call of its own (marks repeat the call); z-score; measured here: FP z-score; hits read low
# * hit, by the source's call; & = joins results of further samples.
SMILES,Polio RdRp inh,Polio RdRp inh FP z-score
CCN1CCSc2ccc(C(=O)NCc3cccc(F)c3)cc21,105,-1.3
Cc1ccc(C(=O)COC(=O)CCCC(=O)Nc2cc(C(F)(F)F)ccc2Cl)cc1C,107,0.6
COc1ccc(N2CCN(C(CNC(=O)CC(C)C)c3ccc4c(c3)OCO4)CC2)cc1 (centres undefined),105,-0.4
COc1ccc(C)cc1NC(=O)c1c(Cl)nc2sccn12,102,0
Cc1ccc2nc(-c3ccncc3)cc(-c3ccccc3)c2c1,102,0.2
COC(=O)C1=C(C)Nc2[nH]c(=S)[nH]c(=O)c2C1c1ccccc1 (centres undefined),99,-0.3
CCCCn1c(SCC(=O)N(C(C)C)C(C)C)nc2c1c(=O)n(C)c(=O)n2C,104,0.8
O=c1[nH][nH]c(=S)n1C1CCCCC1,102,0.2
COC(=O)c1cc(COC(=O)C2(c3cccc(F)c3)CCCC2)oc1C,106,0.4
CC(=O)OC1CC(C(=O)O)N(S(=O)(=O)c2ccc(C)cc2)C1 (centres undefined),101,-0.1
CCOC(=O)c1c(C)sc(-c2c(-c3cc(C)ccc3C)[nH]c3c2c(=O)[nH]c(=O)n3C)c1O,123,1.3
COc1ccc(S(=O)(=O)N(CCc2ccccc2)CC(=O)N2CCN(C)CC2)cc1Cl,101,0.5
COC(=O)C1=C(CN2CC(C)CC(C)C2)NC(=O)NC1c1ccc(OC)cc1 (centres undefined),100,-0.4
CC1=CC(C)C2COC(c3ccc(OC(=O)NC4CCCCC4)cc3)C1C2C (centres undefined),100,-0.3
O=C(CCSCc1cccc(Cl)c1)NCc1ccc(F)cc1Cl,107,-0.8
O=S(=O)(c1ccccc1)N1CCC2(CC1)OCCN2S(=O)(=O)c1ccccc1,95,-2.8
CC1(C)CC(N=C=S)CCO1 (centres undefined),102,0
CCCCCC1OC1C/C=C\C/C=C\C/C=C\CCCC(=O)O (centres undefined),99&98,-0.9&-0.4
COc1ccc(Cc2nn3c(Cn4cnc5ccccc54)nnc3s2)cc1,100,-0.6
Cn1cc(-c2csc(N)n2)cn1,101,-0.2
Cn1cnnc1S/C=C/C(=O)c1ccc(Cl)cc1,102,-0.3
CC(C)NC(=O)C(C)SCc1ccccc1 (centres undefined),98,-0.4
Cc1cccc(NC(=O)C(NS(=O)(=O)c2ccc3c(c2)oc(=O)n3C)C(C)C)c1 (centres undefined),110,0.8
O=C(O)c1sc2cc(F)ccc2c1Cl,101,-0.2
Cc1ccc(-n2nc3c(c2NC(=O)CCC2CCCCC2)CSC3)cc1,102,0

# Reformatted as labelled records: entries from further up
> Cn1cnnc1S/C=C/C(=O)c1ccc(Cl)cc1
  Polio RdRp inh = 102; Polio RdRp inh FP z-score = -0.3

> CCCCCC1OC1C/C=C\C/C=C\C/C=C\CCCC(=O)O (centres undefined)
  Polio RdRp inh = 99&98; Polio RdRp inh FP z-score = -0.9&-0.4

> O=S(=O)(c1ccccc1)N1CCC2(CC1)OCCN2S(=O)(=O)c1ccccc1
  Polio RdRp inh = 95; Polio RdRp inh FP z-score = -2.8

> Cc1ccc2nc(-c3ccncc3)cc(-c3ccccc3)c2c1
  Polio RdRp inh = 102; Polio RdRp inh FP z-score = 0.2

# (more compounds)
SMILES,Polio RdRp inh,Polio RdRp inh FP z-score
O=C(NN1CCOCC1)c1ccco1,101,0.1
Cc1ccccc1-n1c(SCc2c(C)noc2C)nnc1-c1ccncc1,116,2.3
Cc1ccc(-n2ncc(C(=O)N3CCN(Cc4ccccc4)CC3)c2C2CCN(C(=O)OC(C)(C)C)CC2)cc1,104,-0.3
CC12CS(=O)(=O)CC1SC(=S)N2c1ccccn1 (centres undefined),107,0.1
C=CCC(c1ccccc1)N(C(C)=O)c1ccco1 (centres undefined),99,-1
COc1ccc(NC(=O)c2sc3nc4c(cc3c2N)CCCCCC4)cc1Cl,112,0.2
CN(C)S(=O)(=O)c1ccc(S(=O)(=O)N2CCC(c3nc4ccccc4s3)CC2)cc1,102,0.4
COc1ccc(CNC(=O)c2ccc3nc(CCc4ccccc4)oc3c2)c(OC)c1,113,1.4
C=CCNC(=O)C1CCN(S(=O)(=O)c2ccccc2C(F)(F)F)CC1,96,-0.7
Cc1ccc(C(=O)N2CCC(N3CCN(Cc4ccc(F)cc4)C(=O)C3=O)CC2)cc1,102,-1.1
CCc1cccc(NS(=O)(=O)c2c(C)n[nH]c2C)c1,100,-0.1
O=C1CCCN2N=C(SCC(=O)N3CCCC3)SC2=N1,101,-0.1
COC(=O)C1=NNC2(c3ccc(C)cc3)C(=O)N(c3ccc(C)cc3)C(=O)C12 (centres undefined),102,0.1
COc1cccc(-n2c(=O)c3sc4ccccc4c3n(Cc3c(F)cccc3Cl)c2=O)c1,107,0.8
COc1ccc(C(=O)N=S2CCN(C(=O)c3ccc(Cl)cc3)CC2)cc1,101,-0.3
Cc1ccc2nc(N3CCc4ccccc43)c3nncn3c2c1,101,-0.4
COc1ccccc1NC(=O)Cc1noc(COC(=O)c2ccc(C(F)(F)F)cc2)n1,101,0.4
CCc1ccc(NC(=O)C(C)OC(=O)c2cnc(Cl)c(Cl)c2)cc1 (centres undefined),104,0.9
O=c1nc2sc3ccccc3n2c(=O)n1-c1ccc(Cl)c(Cl)c1,106,0.3
CCCN1C(=O)C(C#N)=C(C)/C(=C\c2ccc(-c3ccc(Cl)cc3)o2)C1=O,102,0.2
CN(c1ccccc1N(C)S(=O)(=O)c1ccccc1)S(=O)(=O)c1ccccc1,106,0.3
C=CCNC(=O)N1c2ccccc2Sc2ccccc21,102,0
Cc1cnc(NC(=O)c2cn(-c3ccccc3)nc2-c2cccnc2)s1,106,0.4
CC1CCCC/C1=N/NC(=O)Cn1ccc(C(F)(F)F)n1 (centres undefined),99,-0.5
O=C(CCn1c(=O)c2sccc2n(Cc2ccccc2F)c1=O)NCc1ccc2c(c1)OCO2,105,-0.2
NS(=O)(=O)c1cc(Cl)ccc1Cl,101,-0.3
CCN(CC)c1ccc(-c2nnc(SC(C)C)n2C)cc1,99,-0.5
Cc1ccc(-c2noc(-c3ccccc3NC(=O)C3CC(=O)N(c4ccc(C)cc4)C3)n2)cc1 (centres undefined),100,-1.1
CCOc1cc(C=C2C(=O)NC(=S)NC2=O)ccc1OCCOc1ccc(C(C)CC)cc1 (centres undefined),105,0.6
CN(C)C=Nc1ccc(OCc2ccccc2)cc1,104,0.1
Cc1ccc(CNC(=O)C2c3ccccc3Oc3ccccc32)cc1,103,0.5
Cn1cnnc1Sc1ccc(Cl)cc1NC(=O)C1CCCCC1,96,-1
CC1=C(C(=O)Nc2ccccc2)Oc2ccccc2N1,107,0.4
COc1cccc(NC(=O)CSc2nnc(-c3cccc(OC)c3)o2)c1,110,0.2
CC1Cc2cc(C(=O)CSc3nnc(-c4ccco4)n3-c3ccccc3)ccc2N1S(C)(=O)=O (centres undefined),108,-0.2
CCOC(=O)c1[nH]c(C)c(Cc2ccc(OCC)cc2)c1C,103,0.3
OC(CN1c2ccccc2Sc2ccccc21)Cn1nnc2ccccc21 (centres undefined),100,-0.1
CCC(=O)Nc1sc(C(=O)N2CCCCC2)c(C)c1C#N,100,-0.5
Cc1ccc(S(=O)(=O)/N=C(/c2ccccc2)N2CCOCC2)cc1,104,0.7
COc1cc(C(=O)Nc2cc(C)c(O)c(-c3nc4ccccc4s3)c2)cc(OC)c1OC,103,-0.5
COc1ccc(N2CCN(S(=O)(=O)c3cc(Br)cc4c3N(C(C)=O)C(C)C4)CC2)cc1 (centres undefined),100,0.1
COc1ccccc1C1(C#N)CCOCC1,100,-0.4
COc1ccccc1-c1nnc(C2CCN(C(=O)c3cccc(C)c3)CC2)o1,106,0.1
N#CC(Cc1ccccc1)Sc1nnc(-c2cccs2)n1Cc1ccccc1 (centres undefined),99,-0.7
CC(NC(=O)C1CCN(S(=O)(=O)c2ccc(F)cc2)CC1)c1ccccc1 (centres undefined),107,0.7
CCOC(=O)N1CCN(C(=O)c2ccc3c(c2)N(Cc2ccccc2F)C(=O)c2ccccc2S3(=O)=O)CC1,106,0
Nc1nncn1C(=O)CCCN1C(=O)c2ccccc2C1=O,101,0.4
CC1CC(C)CN(C(=O)Cc2c(C(=O)O)[nH]c3ccc(Cl)cc23)C1 (centres undefined),99,-0.6
CCc1c(C#N)c(SCC(=O)c2ccc3c(c2)OCO3)nc2c1C(=O)CC(C)(C)C2,104,0.4
CC1(C)Cc2ccccc2C(=NCCC(=O)O)N1,101,-0.1

# Quoted from the listing:
# For Polio RdRp inh, COc1ccc(N2CCN(C(CNC(=O)CC(C)C)c3ccc4c(c3)OCO4)CC2)cc1 (centres undefined) has the entry 105
# For Polio RdRp inh, Cc1cnc(NC(=O)c2cn(-c3ccccc3)nc2-c2cccnc2)s1 has the entry 106
# For Polio RdRp inh, CCOc1cc(C=C2C(=O)NC(=S)NC2=O)ccc1OCCOc1ccc(C(C)CC)cc1 (centres undefined) has the entry 105
# For Polio RdRp inh, CC12CS(=O)(=O)CC1SC(=S)N2c1ccccn1 (centres undefined) has the entry 107
# For Polio RdRp inh, O=C1CCCN2N=C(SCC(=O)N3CCCC3)SC2=N1 has the entry 101

# The results go on:
SMILES,Polio RdRp inh,Polio RdRp inh FP z-score
CC12COC3(C#N)CC1CCC32C (centres undefined),101,-0.2
COc1ccc(NC2CCCCC2NS(=O)(=O)c2ccccc2)cc1 (centres undefined),100,-0.9
CCCOc1c(Cl)cc(C(=O)N(Cc2cccc(OC)c2)C2CCS(=O)(=O)C2)cc1Cl (centres undefined),108,0.3
COC(=O)c1cc2oc3ccccc3c2n1CC(=O)Nc1ccc(N(C)C)cc1,105,-0.2
O=C(CSc1nnc2c(n1)Nc1ccccc1S2)N1CCN(Cc2ccccc2)CC1,93,-1.2
COc1ccc(CN(C)C(=O)CN2CCCCC2C)c(OC)c1OC (centres undefined),99,-0.4
Cn1nc(C(=O)N(Cc2ccco2)C2CCCCC2)c2c1-c1ccccc1OC2,101,-0.6
CC(CCc1ccccc1)NC(=O)c1ccccc1C(=O)O (centres undefined),103,0.4
O=C1NC(c2ccccc2)(C(F)(F)F)N=C2SC3=C(CCCC3)N12 (centres undefined),107,0.5
O=C(NC1CCCCC1)c1ccc(-n2ccc3ccccc32)s1,100,-0.2
COc1cc(C2CC(=O)NC(SCC(=O)Nc3ccc(C)c(C)c3)=C2C#N)cc(OC)c1OC (centres undefined),100,-0.3
CCCCCCCCCCCCC/C=C/[C@@H](O)[C@H](CO)NC(=O)CCCCCCC,102&101,0.5&0.3
c1ccc(Cn2c3c(c4ccccc42)CCc2nonc2-3)cc1,103,0.4
Cc1ccc(-c2nc3ccc(Cl)cn3c2Nc2ccc3c(c2)OCCO3)s1,104,0.1
CCOC(=O)Nc1sc2c(c1C#N)CCCC2,104,1
Cc1cc(C)c(C#N)c(SCCC#N)n1,100,-0.4
O=[n+]1c2c(n([O-])c3cc(Br)ccc31)CCCC2,102,0.1
C=CCn1nnnc1SCC(=O)Nc1ccc(OC)cc1,98,-1.1
Cc1ccc(-c2noc(CNC(=O)CSc3ccccc3)n2)cc1,107,0.8
O=C1NC(c2ccc(C(F)(F)F)cc2)=CCN1c1ccccc1O,100,-0.2
O=C1NC2(CCCC2)C(=O)N1Cc1cc(=O)n2ccsc2n1,97,-1
Cc1ccc(NC(=O)c2sc3nc4c(cc3c2N)CN(Cc2ccccc2)CC4)cc1,110,0.7
CS(=O)(=O)N(CCC#N)Cc1ccc(/C=C2\C(=O)Nc3ccccc32)o1,99,-0.1
COc1ccccc1CN(C(=O)c1noc2c1CCc1sccc1-2)C1CCN(C)CC1,101,0.1
Nn1c(C2CCCO2)n[nH]c1=S (centres undefined),95,-0.7

# Profiles as entered above.
# Nn1c(C2CCCO2)n[nH]c1=S (centres undefined) across the screens: Polio RdRp inh = 95; Polio RdRp inh FP z-score = -0.7
# Cc1ccc(-c2nc3ccc(Cl)cn3c2Nc2ccc3c(c2)OCCO3)s1 across the screens: Polio RdRp inh = 104; Polio RdRp inh FP z-score = 0.1

# Next part
SMILES,Polio RdRp inh,Polio RdRp inh FP z-score
COc1cccc(-n2ccn(CC(=O)c3ccc(F)cc3)c(=O)c2=O)c1,106,-0.1
O=C(CN1C(=O)S/C(=C/c2ccc(N3CCCCCC3)o2)C1=O)N1CCCCCC1,45,-8.3
CCNc1nc(N2CCCC2)nc(N2CCCC2)n1,101,-0.1
O=C(O)c1cccnc1Br,99,-0.8
O=C(C1CCCN1S(=O)(=O)c1ccccc1)N1CCCCC1 (centres undefined),98,-0.2
CCCN(CCC)C(=O)C1Sc2nnc(C)n2NC1c1ccc(Cl)cc1 (centres undefined),101,0.2
CCOC(=O)c1ccc2c(c1)NC(CC(=O)Nc1ccc(F)cc1)C(=O)N2CC (centres undefined),110,0.8
O=c1c2ccccc2nc(CO)n1-c1ccc2c(c1)OCO2,99,-0.5
N#Cc1cc(Sc2nc3ccccc3s2)c(-n2nnc3ccccc32)cc1C#N,110,2.6
Cc1ccc(S(=O)(=O)N2CCN(C(=O)C3C4C=CC(C4)C3C(=O)O)CC2)cc1C (centres undefined),97,-2.4
O=C(NCCc1csc(-c2cccnc2)n1)c1ccccc1,110,0.6
Cc1ccc(NC(=O)c2cc3ccccc3o2)c(C)c1,102,-0.2
S=C(Nc1ccccc1)N1CCn2c(nc3ccccc32)C1,100,0.1
CC1c2ccsc2CCN1S(=O)(=O)c1ccccc1 (centres undefined),103,-0.1
COc1cccc(OCc2cc(=O)n3c(-c4ccccc4)csc3n2)c1,114,1.5
Cc1ccc(C(=O)Cn2nnc(-c3ccccc3)n2)c(C)c1,110,1
CCCCN(CCCC)CCNC(=O)c1cn(C)c2ccc(S(=O)(=O)N3CCCC3)cc2c1=O,100,-0.7
O=C(CSC1=NCCS1)Nc1ccnc2ccccc12,100,-0.3

# Source: PubChem BioAssay (ICCB-Longwood Screening Facility, Harvard Medical School)

# These rows are one share of the data (hit frequency here may not be typical).
